# EBNA-1 inhibitor – EBNA-1 DNA-binding inhibitors, primary screen, biochemical, fluorescence polarization; inhibition, % at 14.8 µM; hit rate 0.34% among 300,000; in the data active = inhibition above about 28%
# ZTA DNA inh – ZTA (EBV) inhibition in EBNA-1 counter-screen; P03206; ZTA-DNA binding, fluorescence polarization; hit rate 0.15% among 320,000; AID 2234; inhibition, % at 11 µM; in the data active = inhibition above about 33%
# Target sequence (P03206 whole entry, looked up): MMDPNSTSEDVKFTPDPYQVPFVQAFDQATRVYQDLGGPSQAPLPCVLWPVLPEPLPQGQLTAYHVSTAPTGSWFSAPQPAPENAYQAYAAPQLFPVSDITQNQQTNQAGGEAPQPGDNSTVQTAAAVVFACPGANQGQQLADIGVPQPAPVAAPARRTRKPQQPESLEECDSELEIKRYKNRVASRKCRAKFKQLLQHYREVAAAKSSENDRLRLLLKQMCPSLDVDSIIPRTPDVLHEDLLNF
# TPT1 inhibitor – Candida albicans TPT1 enzyme inhibitors, primary screen, biochemical, fluorescence polarization; AID 1962, 2009; inhibition, % at 5 µM; tRNA 2'-phosphotransferase TPT1 (Candida albicans SC5314); hit rate 0.81% among 300,000; recombinant caTPT1, FP RNA substrate dephosphorylation;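 active = inhibition above the mean of all tested compounds plus 3 SD, set per screening campaign, cut at about 24% in these data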;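 note: plate controls were DMSO alone for no effect and ferristatin control at 100 nM for full effect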
# GASC-1 inh – inhibitors of GASC-1 histone demethylase, primary screen, biochemical, fluorescence, DELFIA europium | GST-JMJD2C(1-420) H3K9me3 demethylation | inhibition, % at 2.35 µM | hit rate 0.069% among 330,000;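 active = more than half of a compound's replicate wells show inhibition beyond 50%, single wells judged on their own value; inconclusive = some, but no more than half, of replicates pass 50% inhibition; inactive = no replicate passes 50% inhibition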;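 note: signal counts dimethyl H3K9 product captured on neutravidin plate; 0% = median of DMSO wells and 100% = 0.3 times that DMSO median; strong numbers were not always called active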
# Target sequence (Q9H3R0 1-420 limits assumed): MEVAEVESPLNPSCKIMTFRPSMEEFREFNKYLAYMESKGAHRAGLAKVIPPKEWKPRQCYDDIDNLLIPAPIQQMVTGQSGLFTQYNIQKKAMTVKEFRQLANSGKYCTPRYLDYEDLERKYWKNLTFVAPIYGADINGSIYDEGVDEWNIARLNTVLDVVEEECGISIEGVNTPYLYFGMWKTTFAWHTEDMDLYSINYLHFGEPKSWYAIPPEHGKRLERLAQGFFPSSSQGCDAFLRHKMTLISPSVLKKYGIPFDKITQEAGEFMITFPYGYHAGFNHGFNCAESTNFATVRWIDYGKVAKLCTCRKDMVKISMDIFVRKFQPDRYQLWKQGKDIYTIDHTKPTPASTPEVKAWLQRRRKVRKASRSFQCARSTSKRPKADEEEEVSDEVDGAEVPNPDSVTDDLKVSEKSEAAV
# PP5 primary – PP5 phosphatase inhibitors, primary screen, biochemical, fluorescence; hit rate 0.18% among 320,000; inhibition, % at 6.7 µM; AID 1987, 2009; purified PP5c, OMFP substrate fluorescence; Serine/threonine-protein phosphatase 5 (Homo sapiens), P53041;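 active = inhibition above the campaign's mean inhibition across all tested compounds plus 3 SD, cut at about 9.5% in these data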;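 note: 0% = DMSO only and 100% = 100 µM cantharidin control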
# Fh CTSL1 inh – Fasciola hepatica cathepsin L1 inhibitors, primary screen, counter-screen for PFM18AAP inhibitor project, biochemical, QFRET, fluorogenic peptide substrate | recombinant F. hepatica cathepsin L1, Z-Leu-Arg-MCA fluorescence | AID 1906, 2009 | inhibition, % at 5.96 µM | hit rate 0.49% among 300,000;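 active = inhibition above the mean of all tested compounds plus 3 SD, set per screening campaign, cut at about 17% in these data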;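 note: 0% = plate median of test compound wells and 100% = 1 µM Z-Phe-Ala-diazomethylketone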
# core dimer inh – inhibitors of HCV core protein dimerization, primary screen, biochemical, TR-FRET, high-throughput | TR-FRET GST/Flag-core106 dimerization, 1536-well | inhibition, % at 5 µM | hit rate 0.33% among 300,000 | AID 1899, 2009;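 active = inhibition above the mean of all tested compounds plus 3 SD, set per screening campaign, cut at about 45% in these data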
#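 Material: Tagged HCV core106 pair (GST and Flag) | Amount: GST-core106 13.5 nM, Flag-core106 17 nM | Medium: KF-containing HEPES buffer, pH 7.45, DTT, CHAPS, BSA | Reagent: Eu donor and XL665 acceptor anti-tag antibodies | Schedule: 4 h at 22.5 °C | Technique: Time-resolved FRET, ex 340 nm, em 617 and 671 nm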
# PP1 counter – PP1-alpha phosphatase inhibitors, primary screen, counter-screen for PP5 inhibitor project, biochemical, fluorescence, OMFP substrate, single point. AID 2235, 2010. hit rate 0.9% among 320,000. purified PP1alpha. inhibition, % at 6.7 µM;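 active = inhibition above the mean inhibition of all tested compounds plus 3 SD, computed separately for each screening campaign, cut at about 15% in these data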
# Target sequence (P62136 whole entry, looked up): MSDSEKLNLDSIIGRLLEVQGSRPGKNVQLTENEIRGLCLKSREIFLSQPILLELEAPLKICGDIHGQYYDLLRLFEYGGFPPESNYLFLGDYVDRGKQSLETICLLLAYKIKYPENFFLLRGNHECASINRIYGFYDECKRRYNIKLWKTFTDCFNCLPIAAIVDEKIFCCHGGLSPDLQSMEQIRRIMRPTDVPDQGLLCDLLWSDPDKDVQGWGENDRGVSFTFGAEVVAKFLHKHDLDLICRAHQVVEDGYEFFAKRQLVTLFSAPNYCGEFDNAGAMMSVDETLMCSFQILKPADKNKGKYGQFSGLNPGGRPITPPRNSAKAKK
# CR mimetic SO – reduction of superoxide in aged yeast, primary screen, HTS | S. cerevisiae aged cells, superoxide DHE fluorescence; stronger effect = lower value | superoxide response (% of plate mean), % at 10 µM | hit rate 0.18% among 330,000 | AID 2690, 2010;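 active = superoxide response under a set limit, about three screen SD below normal, cut at about 65% in these data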;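 note: yeast aged for seven days with compound at 30 °C before DHE staining; 100% = average MFI of all compound-treated wells on the plate with controls excluded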
# The depositor's hits bear a star; ? = inconclusive; nt = not tested or not shown; & = joins results of further samples.
# The first 4 entries as a preview:
SMILES,EBNA-1 inhibitor,ZTA DNA inh,TPT1 inhibitor,GASC-1 inh,PP5 primary,Fh CTSL1 inh,core dimer inh,PP1 counter,CR mimetic SO
C=CCNC(=O)/C(C#N)=C/c1c(C)nn(-c2ccccc2)c1Cl,5,6,-1,-4,-3.9,0,2,0,83
CCCn1cnc2cc(NCc3ccccn3)ccc21,6,8,-4,6,-1.8,3,-3,-1,91
CCN1C(=O)C2C(c3ccccc3F)NC(Cc3ccc(O)cc3)(C(=O)OC)C2C1=O (stereo not drawn),-11,-1,-1,3,2.1,2,-1,-1,109
O=C(CCc1ccc(O)c(O)c1)N/N=C/c1ccc2c(c1)OCO2,-11,-5,-3,-13,0.5,2,-11,-1,103

# Results, from the first entry:
SMILES,EBNA-1 inhibitor,ZTA DNA inh,TPT1 inhibitor,GASC-1 inh,PP5 primary,Fh CTSL1 inh,core dimer inh,PP1 counter,CR mimetic SO
C=CCNC(=O)/C(C#N)=C/c1c(C)nn(-c2ccccc2)c1Cl,5,6,-1,-4,-3.9,0,2,0,83
CCCn1cnc2cc(NCc3ccccn3)ccc21,6,8,-4,6,-1.8,3,-3,-1,91
CCN1C(=O)C2C(c3ccccc3F)NC(Cc3ccc(O)cc3)(C(=O)OC)C2C1=O (stereo not drawn),-11,-1,-1,3,2.1,2,-1,-1,109
O=C(CCc1ccc(O)c(O)c1)N/N=C/c1ccc2c(c1)OCO2,-11,-5,-3,-13,0.5,2,-11,-1,103
CCCSc1nc(SCC(=O)NCc2ccccc2)c2c3c(sc2n1)COC(C)(C)C3,6,11,1,3,0.2,1,2,-1,113
N#CC1=C(SCC(=O)NCc2ccccc2)NC(=O)CC1c1ccco1 (stereo not drawn),-3,7,5,-4&6,1.1,-3,-4,0,97
CCCC1=C(C(=O)OCC)C(c2ccco2)C(C#N)=C(N)O1 (stereo not drawn),2,13,-3,8,0.3,2,1,-1,96
Cc1ccc(CNC(=O)CN2C(=O)CSc3ccc(S(=O)(=O)N4CCCCC4)cc32)cc1,-5,2,-1,-5,-0.5,-1,3,3,94
COc1ccccc1CNC(=O)N[C@@H](Cc1ccccc1)C(=O)O,-7,-1,0,-4,0.3,-1,0,-3,92
CN(C)S(=O)(=O)c1ccc(N2CCCC2)c(C(=O)Nc2ccccc2Br)c1,-14,0,-3,-17,4.5,-4,-9,-4,117
CCOC(=O)C(C)Sc1nnc(-c2c[nH]c3ccccc23)n1C (stereo not drawn),-1,-6,-4,-5,0.5,0,-12,0,85
COc1ccc(C)cc1NC(=O)COC(=O)C1CCN(C(=O)c2ccc(Cl)cc2)CC1,-2,0,1,-4,-0.9,2,5,-3,95
CC(Oc1ccccc1F)c1nnc(SCC(=O)c2c(N)n(C3CC3)c(=O)[nH]c2=O)o1 (stereo not drawn),nt,3,nt,-3,1.3,nt,nt,1,89
COC(=O)c1ccc(CSc2nnc(CS(=O)Cc3ccc(Br)cc3)n2-c2ccccc2)cc1 (stereo not drawn),9,2,1,5,-0.2,5,9,4,94
CCOC(=O)N1CCN(C(=O)c2ccc(S(=O)(=O)Nc3cccc(C(F)(F)F)c3)cc2)CC1,-10,0,-4,?,-0.9,6,-4,0,107
N#Cc1nc(COc2ccc(-c3ccccc3)cc2)oc1NCCCN1CCOCC1,0,13,2,8,1.6,-4,-6,0,108
Cc1[nH]ccc(=O)c1Cc1c(Cl)cccc1Cl,5,-7,2,-4,0.1,-4,-4,3,101
Cc1cc(C)c(NS(=O)(=O)c2ccc(NC(=O)CCC(=O)O)cc2)c(C)c1,4,20,3,4,1.5,1,2,1,113
COc1ccc2nc(NC(=O)c3c(C)noc3C)sc2c1,nt,-8,nt,-4,4.2,nt,nt,-4,103
O=C(Nc1ccccc1)C1=C[C@@H](c2coc3ccccc3c2=O)C[C@@H](OCc2ccc(CO)cc2)O1,-14,9,0,20,3.5,-4,3,4,nt
Cc1ccc(C(=O)N/N=C\c2sccc2C)cn1,-4,3,-5,-2,3.5,-2,-11,-1,88
CCOC(=O)c1c(NC(=O)Cc2cccs2)sc(C(=O)NC2CCCCC2)c1C,-1,0,-1,-1,-0.2,-1,-2,-3,90
O=C(CSc1nnc2ccc(-c3ccc(F)cc3)nn12)N1CCOCC1,0,-4,1,-2,-0.1,-3,1,-3,101
CCC(C)c1ccccc1N1CC(C(=O)N2CCN(C(=O)c3ccco3)CC2)CC1=O (stereo not drawn),nt,-7,nt,6,-1.6,nt,nt,0,96
O=Cc1ccc(-c2ccccc2OC(F)(F)F)o1,0,10,-5,-1,0.7,1,8,-3,90
SMILES,EBNA-1 inhibitor,ZTA DNA inh,TPT1 inhibitor,GASC-1 inh,PP5 primary,Fh CTSL1 inh,core dimer inh,PP1 counter,CR mimetic SO
CCOc1cc(CN2CCCC(CO)(Cc3ccc(F)cc3F)C2)ccc1OC (stereo not drawn),5,4,0,-3,2.6,-1,0,-2,101
CC1C(=O)N2CCCc3cc(NC(=O)C(=O)NCc4cccnc4)cc1c32 (stereo not drawn),-8,20,-3,74,0.9,2,-1,0,103
Cc1ccc(-n2c(-c3ccccc3)n[nH]c2=S)cc1,6,-10,2,9,1.7,-1,-5,1,98
COc1ccc(/C=C\C(=O)c2c(O)ccc3c(C)cc(=O)oc23)cc1OC,-7,4,0,3,1.4,5,10,1,97
CCc1cc(C(=O)NC2CCCc3c2cnn3-c2cccc(C)c2C)n(C)n1 (stereo not drawn),-3,7,0,0,2.9,1,2,-4,103
O=c1c2ccccc2cnn1Cc1n[nH]c(=S)n1-c1ccccc1,9,-1,1,10,-0.3,-1,-7,1,96
Cc1cc(OC(=O)Cc2cccc3ccccc23)c([N+](=O)[O-])c(=O)[nH]1,-2,-2,3,-10,-0.7,-5,-7,-4,106
O=C(NC(=S)NCc1cccnc1)c1cccc2ccccc12,-10,-12,-1,5,1.8,-1,3,5,96
CCSc1nc(O)c(C(c2cccc(OC)c2)c2c(O)nc(SCC)[nH]c2=O)c(=O)[nH]1,-5,-9,0,-9,-4.8,9,-3,-6,107
CCCCNC(=O)COC(=O)C1CCN(S(=O)(=O)c2ccc3c(c2)OCCO3)CC1,nt,-4,nt,-4,3.0,nt,nt,2,123
COc1cccc(C2CC(c3ccc(Cl)cc3Cl)n3nc(N)nc3N2)c1 (stereo not drawn),9,-4,-1,3,2.0,-2,8,-8,109
COc1ccc(NC(=O)CSc2nnnn2-c2ccc(OC)cc2)cc1,-4,-8,-3,85,-1.6,3,8,1,97
CCc1nnc(NC(=O)C2CC(=O)N(CCc3ccccc3)C2)s1 (stereo not drawn),-6,-1,1,-9,3.1,1,3,-2,106
CC(C)C(C(=O)Nc1nccs1)c1ccc(Cl)cc1 (stereo not drawn),1,-13,0,-2,2.9,1,0,2,97
O=C(CNC(=O)c1ccccc1)N/N=C/c1ccc([N+](=O)[O-])o1,2,18,-1,1,3.4,5,2,0,106
CCCOc1ccc(N2CC(C(=O)NC3=NCCS3)CC2=O)cc1 (stereo not drawn),1,-11,1,1,1.7,-5,0,-3,93
COC1=C/C(=C/c2c(N)n3nc(CC(=O)N4CCCC4)sc3nc2=O)C=CC1=O,5,6,13,21,-1.8,8,-18,-2,115
CCc1nc2ccccc2c2nc3ccccc3n12,-1,4,1,11,7.1,0,1,-3,107
O=S(=O)(c1ccc2c(c1)nc1n2CCC1)N1CCOCC1,-2,0,0,-7,1.3,-3,2,-4,96
CC(C)=CCC(C)(C)C1OCCN1C(=O)Nc1ccccc1 (stereo not drawn),-5,-4,2,-7,2.4,-6,-1,-3,114
O=C(CSc1ccccn1)c1ccc2c(c1)OCO2,0,5,3,-16,1.9,0,1,-1,79
CCOc1cc(CNCCO)cc(Br)c1OCc1cccs1,-5,-10,0,-3,3.0,2,-2,-5,102
N#CCCn1cc(C(=O)NCc2ccccc2)c(-c2cccs2)n1,-11,-1,-1,6,-0.2,0,-4,0,107
O=C(O)CNC(=O)CC12CC3CC(CC(C3)C1)C2,-7,-24,-3,-11,-2.7,9,0,-10,93
COc1ccc(C(=O)/C=C/Nc2cccc(C)n2)cc1OC,-1,18,3,16,0.4,2,7,35*,102
SMILES,EBNA-1 inhibitor,ZTA DNA inh,TPT1 inhibitor,GASC-1 inh,PP5 primary,Fh CTSL1 inh,core dimer inh,PP1 counter,CR mimetic SO
c1ccc2c(c1)CCN(c1ncnc3c1[nH]c1ccccc13)C2,-19,-1,0,2,6.1,1,0,8,90
Cc1cc(C(=O)CN2CCC(C)CC2)c(C)n1-c1ccc(F)cc1,5,-5,3,2,-0.2,4,12,-5,94
CC1CCCCC1NC(=O)CN1C(=O)NC(C)(c2cccc(Br)c2)C1=O (stereo not drawn),nt,-4,nt,nt,-0.1,nt,nt,-1,95
O=C(Cc1nc2ccccc2[nH]1)N/N=C/c1ccccc1,2,-13,-3,6,3.3,-5,-6,7,98
CCOC(=O)C(NC(=O)Nc1ncccn1)(Oc1ccccc1)C(F)(F)F (stereo not drawn),-4,-10,-2,3,0.4,-2,-3,-4,102
CCOC(=O)CSc1ncc(OC)c(Sc2ccc(OC)cc2)n1,-12,-1,1,-18,2.6,5,1,0,113
COc1ccc(NC(=O)CN2C(=O)NC(C)(c3ccc(C)cc3)C2=O)cn1 (stereo not drawn),nt,-3,nt,-1,-0.3,nt,nt,-1,100
CCN(CC)c1ccc(C(=O)N/N=C/c2ccc(N3CCOCC3)cc2)cc1,11,8,3,11,2.2,2,7,0,106
CN(C(=O)COC(=O)c1ccccc1C(=O)N1CCN(c2ccccc2)CC1)c1ccccc1,-3,-4,-4,-12,-3.1,-4,0,1,104
CCOC(=O)c1c(CN2CCCCC2)n(C)c2cc(Br)c(OC)cc12,-9,6,1,-9,4.0,1,1,-1,113
Cc1ccc(CNC(=O)c2cc(-c3ccccc3)nn2CC2CC(c3cccc([N+](=O)[O-])c3)=NO2)cc1 (stereo not drawn),-6,4,3,7,4.5,0,8,10,nt
O=C(COc1ccc2c(c1)OCO2)Nc1cccc(F)c1,-13,-9,10,-5,3.4,-3,-2,-1,103
COCCn1nnnc1SCC(=O)N1CCCCC1,-3,7,0,nt,3.3,-1,-1,-2,96
CCSc1ccccc1C(=O)N1CCN(Cc2ccc3c(c2)OCO3)CC1,-3,-3,-1,-28,0.4,5,1,-3,80
COc1ccc(CNc2ccc(Br)cc2)cc1,6,14,0,-10,-0.7,0,1,-4,111
Cc1nc2ccccc2c(=O)n1/N=C/c1ccc([N+](=O)[O-])o1,-4,22,7,8,-2.1,6,-4,-3,95
CN(Cc1ccccc1)C1(CNC(=O)CCC(F)(F)F)Cc2ccccc2C1,6,-11,-3,-16,4.0,2,7,1,96
Clc1ccc(N2CCN(c3ccnc(Cl)n3)CC2)cc1,-13,4,2,-8,3.3,4,1,-1,100
N#Cc1c(N)nc2c3c(sc(=N)c2c1N)NC(=O)CC3c1c(F)cccc1Cl (stereo not drawn),15,10,10,-3,0.7,4,-1,3,98
Cc1cc2nc(-c3ccc(SCC(=O)NC(C)C)nc3)[nH]c2cc1C,6,-8,2,0,1.0,2,-1,-1,96
Cc1nn(-c2ccccc2)c(N2CCCC2)c1/C=N/O,-1,-16,-1,-49,3.5,1,-3,-2,93
CCCc1cc(=O)oc2c(CN3CCN(C)CC3)c(O)ccc12,2,11,0,-2,-0.8,5,4,-2,105
CCc1nnc(SCCSc2nnc(CC)n2N)n1N,7,9,-8,-3,0.7,0,-7,-2,94
